Source: PubChem
UBC9 SUMO inh – SUMOylation inhibition. P63279. HTRF SUMOylation assay, SAE1/SAE2 + UBC9, in vitro. inhibition, % at 35 µM. 0.36% of 290,000 active. AID 2006; in the data active = inhibition above about 50%, passing the limit was not always enough; note: strong numbers were not always called active
Target sequence (P63279 whole entry, looked up): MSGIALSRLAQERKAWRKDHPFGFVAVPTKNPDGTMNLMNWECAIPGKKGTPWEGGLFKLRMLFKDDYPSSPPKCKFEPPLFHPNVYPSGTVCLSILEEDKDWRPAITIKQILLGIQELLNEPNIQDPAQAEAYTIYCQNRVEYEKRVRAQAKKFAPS
CRFR2-BP ag – agonists of human CRF-binding protein/CRF-R2 receptor complex; HEK293 CRF-R2/CRF-BP, calcium dye fluorescence (FLIPR); percent of saturating CRF peptide response; activation, % at 13.2 µM; 0.46% of 350,000 active; AID 588473;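 active = activation of at least 50%, plus an integration ratio under a set limit after plate pattern correction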;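 note: plate controls were neutral control wells without compound for no effect and CRF at EC100 for full effect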
NS3 helicase inh – blocks Hepatitis C virus NS3 helicase unwinding | NS3 helicase DNA unwinding, Cy5 molecular beacon fluorescence | inhibition, % at 10.9 µM | 0.56% of 290,000 active | AID 1800;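 active = inhibition above the mean of all tested compounds plus 3 SD, set per campaign, cut at about 35% in these data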;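 note: 0% = DMSO wells and 100% = thioflavine S control wells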
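System: Hepatitis C virus NS3 helicase domain fragment enzyme | Reagent: Annealed dual-labelled DNA beacon duplex, ATP-started | Compound dosing: 10.9 µM single point, 0.8% DMSO | Incubation: 1 h reaction at 25 °C, ATP-initiated | Technique: Cy5 fluorescence | Evaluation: Percent inhibition from t60/t0 fluorescence ratio | Benchmarks: Low DMSO, high thioflavine S at 110 µM | Replication: Singlicate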
CRFBP-R2 block – CRF-BP/CRF-R2 complex antagonism. HEK293 CRF-R2/CRF-BP, CRF-induced calcium fluorescence. AID 588475. inhibition, % at 11.8 µM. 0.59% of 350,000 active;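 active = inhibition of the ligand-induced calcium signal above about 50% at the single tested concentration, limit read from the data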
MEKK3 PB1 HTS – MEKK3-MEK5 PB1 interaction, increase or decrease | bead-based flow cytometry, Alexa488-MEK5 binding to MEKK3; actives lie on both sides; 0 = blocked by unlabeled MEK5, 100 = vehicle | binding response (% of control), % at 10 µM | 1.4% of 290,000 active;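 active = binding response more than 3 SD above or below the average of its plate-row segment, actives on both sides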;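 note: Alexa488 bead fluorescence after subtracting the streptavidin-only scavenger bead signal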
Target sequence (Q99759 whole entry, looked up): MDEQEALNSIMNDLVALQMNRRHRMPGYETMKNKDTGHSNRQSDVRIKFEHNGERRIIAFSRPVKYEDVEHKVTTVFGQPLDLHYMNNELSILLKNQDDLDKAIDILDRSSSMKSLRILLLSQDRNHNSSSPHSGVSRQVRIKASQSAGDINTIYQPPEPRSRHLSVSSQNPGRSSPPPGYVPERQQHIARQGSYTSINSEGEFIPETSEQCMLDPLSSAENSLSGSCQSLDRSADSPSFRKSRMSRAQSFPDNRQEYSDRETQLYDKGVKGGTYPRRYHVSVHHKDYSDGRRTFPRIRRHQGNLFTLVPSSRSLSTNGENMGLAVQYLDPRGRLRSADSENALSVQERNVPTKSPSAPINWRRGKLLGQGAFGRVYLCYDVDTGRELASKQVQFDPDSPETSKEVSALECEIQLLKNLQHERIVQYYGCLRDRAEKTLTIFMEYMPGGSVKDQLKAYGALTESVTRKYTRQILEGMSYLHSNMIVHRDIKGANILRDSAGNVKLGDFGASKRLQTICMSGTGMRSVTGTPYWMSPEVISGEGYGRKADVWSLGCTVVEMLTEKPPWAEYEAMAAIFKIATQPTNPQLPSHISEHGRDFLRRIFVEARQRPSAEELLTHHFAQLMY
GalR3 antagonist – blocks the human galanin receptor 3 | O60755 | HEK293 GalR3-CNG cAMP membrane potential fluorescence; galR3 body fused to GalR1 C-terminus | inhibition, % at 3 µM | 0.44% of 360,000 active;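 active = inhibition above the screen-wide average plus 3 SD, cut at about 13% in these data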;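 note: forskolin and galanin both at EC90 stimulate the cells; cAMP rise reported by CNG channel membrane potential dye signal; 0% = forskolin plus galanin with DMSO and 100% = forskolin alone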
Target sequence (O60755 1-299 limits assumed): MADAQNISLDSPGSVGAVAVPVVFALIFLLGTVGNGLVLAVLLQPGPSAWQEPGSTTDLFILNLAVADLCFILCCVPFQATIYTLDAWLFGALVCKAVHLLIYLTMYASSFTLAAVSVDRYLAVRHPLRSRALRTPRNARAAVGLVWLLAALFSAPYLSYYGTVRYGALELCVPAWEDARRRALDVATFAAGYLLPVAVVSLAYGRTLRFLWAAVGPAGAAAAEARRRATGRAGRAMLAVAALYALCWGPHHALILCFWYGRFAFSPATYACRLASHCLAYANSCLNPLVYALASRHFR
MEKK2mut PB1 HTS – signal of MEK5 binding to mutant human MEKK2 PB1 domain. percent response, % at 10 µM. AID 1530. 0.35% of 290,000 active. bead flow cytometry, Alexa488-MEK5 binding to MEKK2 mutant; in the data active = percent response above about 24%, passing the limit was not always enough; note: inactives centre near 1; some results filed as inactive read as strong as hits
MEKK2wt PB1 HTS – raises or lowers MEK5 binding to wildtype human MEKK2 PB1 domain; Q9Y2U5; bead flow cytometry, Alexa488-MEK5 binding to MEKK2 WT; actives lie on both sides; binding response (% of control), % at 10 µM; 1.1% of 290,000 active; AID 1531; in the data active = binding response below about 67% or above about 130%
FID counter – fluorescent intercalator displacement, NS3 helicase counter-screen; DNA fluorescent intercalator displacement, fluorescence; inhibition, % at 7.9 µM; AID 1845; 0.17% of 290,000 active; in the data active = inhibition above about 37%;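 note: 0% = vehicle and 100% = reference compound; higher means more ethidium bromide displaced from hairpin DNA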
* = called active by the depositor; . = no result given; & = joins results of further samples. A portion of the library; count on the stated rates, not on these rows.

SMILES | UBC9 SUMO inh | CRFR2-BP ag | NS3 helicase inh | CRFBP-R2 block | MEKK3 PB1 HTS | GalR3 antagonist | MEKK2mut PB1 HTS | MEKK2wt PB1 HTS | FID counter
OC1CCN(Cc2ccc3ccccc3c2)CC1 | 2 | 0.4 | 11 | -2 | 106 | -10 | 9 | 109 | 2
CCn1c(SCc2cccc(C(F)(F)F)c2)nnc1-c1ccco1 | 15 | -0.3 | 6 | -2 | 100 | -5 | 0 | 95 | -25
Cc1cc(C(=O)Nc2ccccc2)c2ccccc2n1 | -7 | -1.1 | 7 | -3 | 107 | -8 | 1 | 108 | -2
CCOC(=O)C1CCCN(C(=O)/C=C/c2ccc(Cl)cc2)C1 (stereo unspecified) | 25 | 1.2 | 1 | -5 | 98 | -5 | -5 | 96 | -24
CC(C)(C)C(=O)NC(c1ccccc1)c1c(O)ccc2ccccc12 (stereo unspecified) | 1 | -6.1 | -11 | -1 | 104 | -11 | 5 | 105 | -18
O=S(=O)(Nc1nc2ccc(S(=O)(=O)N3CCCCC3)cc2s1)c1ccccc1 | 30 | 2.8 | 11 | 45 | 100 | -5 | -4 | 91 | -25
CCCCn1c2nc3ccccc3nc2c2c(=O)n(-c3ccccc3)cnc21 | -5 | 2.2 | 2 | -18 | 108 | -2 | 1 | 102 | -2
CSc1nc2ccc(NC(=O)NC(=O)c3c(F)cccc3F)cc2s1 | -5 | 0.8 | -8 | -15 | 94 | 1 | -16 | 93 | -2
COC(=O)C(Cc1ccc(O)cc1)NC(=O)c1ccccc1 (stereo unspecified) | 30 | -1.2 | -1 | 26 | 103 | -4 | -1 | 96 | -4
Nc1ccc(S(N)(=O)=O)cc1 | . | -0.6 | . | 4 | 108 | -2 | 6 | 116 | .
NC(=O)COc1ccccc1 | 7 | -0.9 | -2 | 3 | 108 | -4 | 7 | 104 | 1
Fc1cccc(CNc2ncnc3cc(Cl)ccc23)c1F | -7 | -0.1 | -1 | 9 | 102 | -11 | 4 | 104 | -8
CSc1ncc2c(n1)-c1cc(C)ccc1SC2 | -2 | -2.3 | 4 | 19 | 103 | -2 | 5 | 107 | -8
Cc1ccc(NC(=O)CSc2nnc(NC(=O)C(C)C)s2)c(C)c1 | 3 | -1.9 | -2 | 15 | 98 | -1 | 3 | 102 | -15
C=CCn1c(COc2ccccc2)nnc1SCC(=O)N/N=C/c1cc(Cl)ccc1O | -8 | -0.6 | -15 | 60* | 100 | -2 | 1 | 101 | -7

Whole records as entered above:
NC(=O)COc1ccccc1 is listed as UBC9 SUMO inh: 7; CRFR2-BP ag: -0.9; NS3 helicase inh: -2; CRFBP-R2 block: 3; MEKK3 PB1 HTS: 108; GalR3 antagonist: -4; MEKK2mut PB1 HTS: 7; MEKK2wt PB1 HTS: 104; FID counter: 1
Cc1cc(C(=O)Nc2ccccc2)c2ccccc2n1 is listed as UBC9 SUMO inh: -7; CRFR2-BP ag: -1.1; NS3 helicase inh: 7; CRFBP-R2 block: -3; MEKK3 PB1 HTS: 107; GalR3 antagonist: -8; MEKK2mut PB1 HTS: 1; MEKK2wt PB1 HTS: 108; FID counter: -2

Additional entries.
SMILES | UBC9 SUMO inh | CRFR2-BP ag | NS3 helicase inh | CRFBP-R2 block | MEKK3 PB1 HTS | GalR3 antagonist | MEKK2mut PB1 HTS | MEKK2wt PB1 HTS | FID counter
Cc1c(Cl)c(-c2n[nH]c(=S)n2-c2ccc(F)cc2)nn1C | 14 | 0.6 | -7 | -6 | 105 | -3 | 6 | 106 | -7
Fc1cccc(CCN2C(=S)NC[C@@H]2CC2CCCCC2)c1 | -7 | 4.8 | . | 4 | 110 | 0 | 2 | 98 | .
CCOC(=O)c1cccc(NC(=O)C2(S(=O)(=O)c3ccc(Cl)cc3)CC2)c1 | 5 | 0.3 | 8 | 7 | 94 | 1 | -2 | 96 | -17
CCc1ccc(CNC(=O)C2CCCN(c3nnc(C)c4c(C)n(-c5ccccc5)nc34)C2)cc1 (stereo unspecified) | 5 | 0.0 | -39 | 11 | 104 | -1 | 5 | 114 | 27
Cc1nc2nc[nH]n2c(=O)c1NC(=O)CC12CC3CC(CC(C3)C1)C2 | 0&12 | 2.1&1.2 | -5&0 | -4&-7 | 99&101 | 0&1 | 2&-2 | 99&102 | 3&-3
COc1ccc(NC(=O)C2CCCN2C(=O)NC2CCCCC2)cc1OC (stereo unspecified) | 7 | 2.8 | -2 | -3 | 103 | -3 | 3 | 105 | 4
Cc1cccc(-c2noc(CNC(=O)c3ccoc3C)n2)c1 | -1 | -0.8 | 2 | -1 | 106 | -3 | 9 | 107 | -45
O=C(CN1C2=NCCN2c2ccccc21)c1ccc(Br)s1 | -4 | -0.6 | -72 | -4 | 142* | -8 | 0 | 105 | 11
C=CCn1c(-c2cc(-c3ccc(C)cc3)nc3ccccc23)n[nH]c1=S | -26 | 1.7 | 6 | -3 | 80 | -4 | -8 | 83 | -23
CS(=O)(=O)c1ccc2nc(NC(=O)CCS(=O)(=O)c3ccccc3)sc2c1 | -13 | 0.2 | 5 | -6 | 102 | -11 | 3 | 103 | -9
N=C(N)N=Nc1c(O)[nH]c2ccc(Br)cc12 | 7 | -0.9 | 8 | -2 | 102 | -4 | -2 | 107 | 16
CCCCn1c(CNC(C)=O)nc2ccccc21 | 7 | 0.7 | -6 | 3 | 100 | . | 4 | 104 | 0
Cc1ccc(NC(=O)CC2S/C(=N/c3nccs3)N(C)C2=O)cc1C (stereo unspecified) | 9 | 1.1 | -1 | -5 | 108 | -4 | 6 | 106 | -3
CC(=O)c1ccc(N2C(=NC(=O)C3CCCCC3)SC3CS(=O)(=O)CC32)cc1 (stereo unspecified) | -6 | -1.8 | 4 | -1 | 96 | -9 | 1 | 94 | -27
O=C(CCCn1c(=O)oc2ccccc21)Nc1cccnc1 | -10 | 2.4 | 0 | -2 | 104 | -3 | 2 | 106 | -6
Cn1nnc2cc(C(=O)Nc3cccnc3)ccc21 | 0 | -1.6 | -2 | 6 | 109 | 2 | 6 | 112 | 0
NC(=NCCc1c[nH]c2ccccc12)NS(=O)(=O)c1ccc2ccccc2c1 | 15 | 0.2 | 4 | -30 | 91 | -6 | 3 | 89 | -9
Cc1ccc(NC(=S)N(CCN(C)C)Cc2cc3cc(C)ccc3[nH]c2=O)cc1 | 11 | 8.3 | -18 | -15 | 104 | 0 | -5 | 109 | 12
Cc1ccc(Nc2nc(-c3ccccc3)cs2)nc1 | -7 | 0.8 | -16 | -19 | 108 | -8 | 11 | 106 | -4
COc1ccc(S(=O)(=O)Nc2ccccc2C(=O)N2CCCCC2)cc1C | 1 | -1.0 | 4 | 2 | 98 | -4 | -4 | 91 | -48
CN(CC1COc2ccccc2O1)C(=S)Nc1ccccc1 (stereo unspecified) | . | -1.6 | 2 | 7 | 107 | 0 | 5 | 107 | -4
O=C1NC(NS(=O)(=O)c2ccccc2)(C(F)(F)F)C(=O)N1c1ccc(F)cc1 (stereo unspecified) | 0 | -1.9 | -13 | 7 | 109 | -6 | -1 | 98 | -2
COc1ccccc1C(=O)Nc1c[nH]c(=O)[nH]c1=O | 6 | -0.1 | -4 | 2 | 105 | 3 | 2 | 107 | -3
CCS(=O)(=O)N1CCN=C1SCc1cccc(F)c1 | 6 | -0.5 | 1 | 1 | 106 | -3 | 13 | 102 | -6
Cc1ccc(S(=O)(=O)NCc2cccnc2)s1 | -6 | -0.6 | 6 | -18 | 97 | 13* | -4 | 99 | -1
COc1ccc(NC(=S)NCC(c2ccco2)N2CCCC2)cc1 (stereo unspecified) | 18 | 0.8 | 0 | -6 | 109 | 1 | -3 | 104 | 6
CCOc1ccccc1N1CCN(CC(=O)c2c(N)n(C)c(=O)n(C)c2=O)CC1 | 6 | 7.4 | -3 | 1 | 100 | -1 | 0 | 102 | 7
Cc1ccc(C2=NOC(C)(c3nnc(-c4ccc(Cl)cc4)o3)C2)cc1 (stereo unspecified) | 6 | -2.0 | . | 8 | 92 | -7 | 5 | 93 | .
COC(=O)c1ccc(Cl)c(NC(=O)CN2CCN(Cc3ccccc3)CC2)c1 | 2 | -0.5 | 0 | 8 | 104 | 4 | 5 | 105 | -8
Cc1nc(C)c(-c2ccc(SCC(=O)Nc3cccc(Cl)c3C)nn2)s1 | 0 | 0.0 | 2 | -4 | 102 | -1 | 6 | 102 | -31
Cc1cccc(/C=N/NC(=O)c2ccc(F)cc2)n1 | 16 | 0.1 | 3 | 12 | 105 | 0 | 4 | 106 | -4
COc1cccc(NC(=O)Cn2cc3c(n2)CCCCC3)c1 | 4 | -1.2 | -2 | 5 | 94 | 3 | -3 | 94 | -18
CC(=O)Nc1ccc(S(=O)(=O)N2CCN(c3nnnn3-c3ccccc3)CC2)cc1 | 16 | -0.1 | 2 | 102* | 93 | -4 | -2 | 93 | -7
CN1CCN(Cc2nc(-c3cccs3)no2)CC1c1ccccc1 (stereo unspecified) | -6 | -0.4 | 1 | -5 | 98 | -7 | -5 | 94 | 14
CCOC(=O)N1CCN(C(=O)C2CC(=O)N(c3ccc(OC)cc3)C2c2ccc(OC)cc2)CC1 (stereo unspecified) | 25 | 3.5 | 7 | -24 | 98 | -5 | -1 | 99 | -47
CCc1ccc(NC(=O)[C@H](Cc2c[nH]c3ccccc23)NC(=O)[C@@H]2Cc3ccccc3CN2)cc1 | 14 | -0.7 | -88 | -4 | 101 | -8 | 6 | 116 | 12
Cc1ccc(N=C2NC(=O)/C(=C/C=C/c3ccco3)S2)cc1 | 46 | 6.4 | 114* | -17 | 94 | -5 | -5 | 86 | 0
Cc1csc(NC(=O)CSc2ccc3nnc(-c4ccncc4)n3n2)n1 | -6 | -1.4 | 5 | 2 | 106 | 0 | 4 | 103 | 1
COc1cccc(-c2nnc3n2N=C(c2cccc(Br)c2)CS3)c1 | 33 | 0.6 | 1 | 13 | 98 | -3 | -6 | 98 | -3
COc1cc2cc(Oc3ccc4ccc(=O)oc4c3)c(=O)oc2cc1OC(=O)/C=C/c1ccccc1 | -2 | 0.7 | . | -6 | 99 | -2 | 3 | 101 | .
O=C(Cn1nc(C(F)(F)F)c2c1CCC2)NCc1ccc(F)cc1 | 18 | -0.7 | -8 | -7 | 96 | -2 | -6 | 94 | -5
Cc1ccsc1/C=C(\CC(=O)O)c1nc2ccccc2o1 | 10 | 0.3 | 8 | 7 | 103 | 0 | 8 | 110 | -40
CCC1Sc2ccc(S(=O)(=O)CCC(=O)Nc3ccc(C(=O)OC)cc3)cc2NC1=O (stereo unspecified) | . | 0.0 | -1 | -52 | 98 | -6 | -5 | 100 | -20
CCCCN(S(=O)(=O)c1ccccc1)S(=O)(=O)c1ccccc1 | -16 | 0.2 | -10 | 1 | 102 | -9 | 0 | 99 | -17
COC(=O)c1sccc1NC(=O)c1c(C)c(-c2cccc(Cl)c2)nc2ccccc12 | 6 | -0.6 | -3 | 16 | 102 | -3 | -9 | 87 | 2
COC(=O)c1sccc1NC(=O)CSc1ccccc1NS(=O)(=O)c1ccc(Cl)cc1 | -4 | -1.1 | -3 | -2 | 101 | -5 | -2 | 97 | -11
OC(CNCCc1ccc(C(F)(F)F)cc1)COC(c1ccccc1)c1ccccc1 (stereo unspecified) | -35 | 7.1 | -36 | -37 | 111 | -9 | 46* | 191* | 36
